# High-throughput results (PubChem)
# PAD4 inh – inhibitors of human PAD4; Q9UM07; recombinant PAD4, RCA probe fluorescence polarization; inhibition, % at 6.36 µM; actives 0.41% (n = 330,000); AID 485272;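 active = percent inhibition above a cutoff equal to the mean of all tested compounds plus 3 SD, cut at about 15% in these data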;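 also: 0% = PAD4 with RCA probe and DMSO and 100% = probe without PAD4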
# Target sequence (Q9UM07 whole entry, looked up): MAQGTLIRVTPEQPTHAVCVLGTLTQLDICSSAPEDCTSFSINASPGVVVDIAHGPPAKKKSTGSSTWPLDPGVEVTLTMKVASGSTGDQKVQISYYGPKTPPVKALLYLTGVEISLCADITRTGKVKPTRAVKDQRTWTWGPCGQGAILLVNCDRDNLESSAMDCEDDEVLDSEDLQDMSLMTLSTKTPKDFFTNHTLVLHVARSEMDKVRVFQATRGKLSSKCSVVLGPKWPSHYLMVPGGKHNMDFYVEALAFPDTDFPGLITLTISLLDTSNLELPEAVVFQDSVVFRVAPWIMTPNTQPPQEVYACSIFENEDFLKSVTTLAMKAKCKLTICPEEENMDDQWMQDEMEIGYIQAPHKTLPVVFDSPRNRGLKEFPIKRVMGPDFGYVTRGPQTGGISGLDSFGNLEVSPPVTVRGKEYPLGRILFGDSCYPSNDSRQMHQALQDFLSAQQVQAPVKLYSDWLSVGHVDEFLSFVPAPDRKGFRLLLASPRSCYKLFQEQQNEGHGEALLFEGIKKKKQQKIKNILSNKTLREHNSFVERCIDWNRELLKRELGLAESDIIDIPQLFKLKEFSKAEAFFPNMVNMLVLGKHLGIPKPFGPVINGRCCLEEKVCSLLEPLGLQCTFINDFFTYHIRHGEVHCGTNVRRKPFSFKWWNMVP
# LYPLA1 counter – blocks human lysophospholipase 1, a PME1 counter-screen. inhibition, % at 5.9 µM. O75608. recombinant LYPLA1, FP-Rh probe fluorescence polarization. actives 0.16% (n = 320,000);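 active = inhibition above the mean of all tested compounds plus 3 SD, set per campaign, cut at about 14% in these data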;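 also: inhibitors block serine hydrolase probe labeling of LYPLA1 so polarization falls; 0% = enzyme with DMSO and 100% = wells lacking LYPLA1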
# GSTO1 counter – blocks human GSTO1 in RBBP9 counter-screen | actives 1.1% (n = 300,000) | inhibition, % at 5.96 µM | recombinant GSTO1, activity-based probe fluorescence polarization | AID 1974 | P78417;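 active = inhibition above the campaign mean inhibition plus 3 SD, cut at about 35% in these data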;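 also: 0% = GSTO1-1 with DMSO and 100% = wells lacking GSTO1-1 enzyme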
# Target sequence (P78417 whole entry, looked up): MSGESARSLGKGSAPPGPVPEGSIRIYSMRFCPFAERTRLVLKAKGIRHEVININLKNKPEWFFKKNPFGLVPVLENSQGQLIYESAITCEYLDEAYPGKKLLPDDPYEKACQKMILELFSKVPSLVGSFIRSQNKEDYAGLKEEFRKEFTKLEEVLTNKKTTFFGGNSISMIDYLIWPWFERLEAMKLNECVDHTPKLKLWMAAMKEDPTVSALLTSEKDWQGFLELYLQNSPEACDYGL
# ZTA counter – blocks Epstein-Barr virus ZTA, an EBNA-1 counter-screen; ZTA-DNA binding, fluorescence polarization; inhibition, % at 11 µM; actives 0.15% (n = 320,000); AID 2234; in the data active = inhibition above about 33%
# LYPLA2 inh – LYPLA2 (human) inhibition in PME1 counter-screen | O95372 | recombinant LYPLA2, FP-Rh probe fluorescence polarization | inhibition, % at 5.9 µM | actives 0.38% (n = 320,000) | AID 2177;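 active = inhibition above the screen-wide mean plus 3 SD, limit set per campaign, cut at about 26% in these data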;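 also: 0% = LYPLA2 with DMSO and 100% = wells lacking LYPLA2 enzyme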
# PAFAH1B3 FP inh – inhibitors of human PAFAH1B3. Q15102. actives 0.28% (n = 340,000). recombinant PAFAH1B3, FP-rhodamine probe, fluorescence polarization. inhibition, % at 3.39 µM;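 active = inhibition above the screen-wide average of all tested compounds plus 3 SD, cut at about 25% in these data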;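 also: 0% = enzyme with DMSO only and 100% = wells lacking PAFAH1B3 protein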
# PREPL inhibitor – human PREPL enzyme inhibition; recombinant PREPL, fluorescence polarization activity-based probe; inhibition, % at 5.96 µM; actives 0.68% (n = 320,000); in the data active = inhibition above about 43%;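 also: 0% = enzyme with DMSO and 100% = wells lacking enzyme; many of its hits are not listed in these tables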
# PAFAH2 FP inh – PAFAH2 (human) inhibition. Q99487. recombinant PAFAH2, FP-rhodamine activity probe, fluorescence polarization. inhibition, % at 3.39 µM. actives 0.99% (n = 340,000);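 active = inhibition above the mean over all tested compounds plus 3 SD, cut at about 30% in these data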;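 also: inhibitors block probe labeling of enzyme so polarization drops; 0% = enzyme with DMSO and 100% = wells lacking PAFAH2 protein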
# EBNA-1 inh – blocks EBNA-1 binding to DNA; EBNA-1 DNA binding, fluorescence polarization; inhibition, % at 14.8 µM; actives 0.34% (n = 300,000); in the data active = inhibition above about 28%
# Active calls of the source: *; . = not tested or not shown.
# Value order – PAD4 inh	LYPLA1 counter	GSTO1 counter	ZTA counter	LYPLA2 inh	PAFAH1B3 FP inh	PREPL inhibitor	PAFAH2 FP inh	EBNA-1 inh
C/C(CCC(C)C)=N\NC(=S)Nc1cc(S(=O)(=O)N2CCOCC2)ccc1N1CCOCC1
    -1.8	6.1	-8.5	0.7	28.2*	3.8	10.8	-1.2	-2.1
Cn1cc(CC(=O)NCCN2CCOCC2)c2ccccc21
    -5.1	-2.6	-3.1	2.4	-3.0	-2.0	11.1	8.6	-9.0
Cc1ccc(S(=O)(=O)Nc2cccc(C(=O)N3CCOCC3)c2)cc1
    -0.2	1.6	9.0	1.8	-3.4	4.8	-2.2	1.7	-12.0
Cc1ccccc1C1CC(c2ccccc2)Nc2ncnn21 (stereo not drawn)
    0.6	-0.2	5.1	-8.6	-7.0	2.7	-24.5	2.0	-0.8
Cc1cccc2sc(NC(=O)CN3C(=O)NC4(CCCC4)C3=O)nc12
    0.4	-3.1	7.5	3.5	-10.0	3.6	8.0	-4.1	-5.9
COc1cc(C2C(C#N)=C(N)OC3=C2C(=O)CCC3)ccc1OC(=O)N1CCOCC1 (stereo not drawn)
    2.1	-1.0	17.5	-16.7	-3.5	7.6	23.5	4.2	1.7
Cc1ccc(C(=O)N2CCN(S(=O)(=O)N3CCCCCC3)CC2)cc1
    0.9	0.8	4.7	4.9	2.8	10.6	5.1	-4.3	-8.2
COc1ccccc1CCNC(=O)/C(=C/c1cccnc1)NC(=O)c1ccccc1
    -4.9	-4.7	1.2	-7.4	-9.3	7.1	-16.1	-0.4	7.6
CC(=O)c1ccc(OCc2cc(=O)n3ccsc3n2)cc1
    1.4	-0.4	2.3	-6.9	1.7	8.9	-4.2	9.6	6.6
Cc1cccnc1NC(=O)CCCNC(=O)c1ccc(Cl)cc1
    -2.6	1.1	-0.2	-0.1	2.0	8.1	0.9	-0.1	0.2

# An excerpt from above with just PREPL inhibitor, LYPLA1 counter and PAFAH1B3 FP inh:
structure | PREPL inhibitor | LYPLA1 counter | PAFAH1B3 FP inh
COc1ccccc1CCNC(=O)/C(=C/c1cccnc1)NC(=O)c1ccccc1 | -16.1 | -4.7 | 7.1
CC(=O)c1ccc(OCc2cc(=O)n3ccsc3n2)cc1 | -4.2 | -0.4 | 8.9

# Next part:
# Value order – PAD4 inh	LYPLA1 counter	GSTO1 counter	ZTA counter	LYPLA2 inh	PAFAH1B3 FP inh	PREPL inhibitor	PAFAH2 FP inh	EBNA-1 inh
CC(=O)c1cccc(NC(=O)NC(C)c2ccncc2)c1 (stereo not drawn)
    -2.7	4.3	1.4	12.0	6.1	0.1	0.0	-8.2	0.6
Cc1cc(C(=O)Nc2sc(C)c(C)c2C#N)no1
    -9.8	-1.6	12.1	7.9	-1.9	-0.5	14.2	0.1	-12.8
C=C(C)CSc1nc2sc3c(c2c(=O)n1C1CCCCC1)CCN(C)C3
    -5.9	1.9	-9.3	12.1	3.8	4.3	5.7	3.8	-6.0
O=C(/C=C/c1ccc(Cl)cc1Cl)NC(=S)Nc1ccc(CN2CCOCC2)cc1
    -1.7	-5.2	4.9	10.1	-4.4	-10.0	3.9	-3.5	-10.3
CC1(C)Cc2cccc(OCC(=O)N3CCN(S(=O)(=O)c4ccccc4)CC3)c2O1
    -5.8	-0.5	3.4	-9.1	1.1	-0.8	5.7	3.5	13.9
Cc1ccc(S(=O)(=O)N2CCN(C(=O)N3CCOCC3)CC2)cc1C
    0.3	-0.2	-1.0	-16.8	7.1	2.2	2.9	5.3	-15.1
Cc1cccc(NC(=S)NC2CC3CCCC(C2)N3CC(C)C)c1C (stereo not drawn)
    -5.5	0.4	4.0	9.8	-6.1	4.9	3.6	0.6	-2.0
O=C(O)c1c2c(nc3ccc(S(=O)(=O)N4CCC(C(=O)N5CCCCC5)CC4)cc13)CCCC2
    -2.9	-0.1	11.6	-8.9	1.4	10.7	14.3	16.6	3.5
CC1CCCCN1CC(=O)c1c[nH]c2ccccc12 (stereo not drawn)
    0.9	0.2	-6.3	1.5	7.3	8.6	1.5	-1.4	-0.4
CCOCCc1nnc(NC(=O)C(CC)c2ccccc2)s1 (stereo not drawn)
    -1.0	-5.6	4.9	5.1	-6.0	8.8	-8.2	3.1	5.2

# In the list so far, two have a halogen:
# Value order – PAD4 inh	LYPLA1 counter	GSTO1 counter	ZTA counter	LYPLA2 inh	PAFAH1B3 FP inh	PREPL inhibitor	PAFAH2 FP inh	EBNA-1 inh
Cc1cccnc1NC(=O)CCCNC(=O)c1ccc(Cl)cc1
    -2.6	1.1	-0.2	-0.1	2.0	8.1	0.9	-0.1	0.2
O=C(/C=C/c1ccc(Cl)cc1Cl)NC(=S)Nc1ccc(CN2CCOCC2)cc1
    -1.7	-5.2	4.9	10.1	-4.4	-10.0	3.9	-3.5	-10.3

# (listing goes on)
# Value order – PAD4 inh	LYPLA1 counter	GSTO1 counter	ZTA counter	LYPLA2 inh	PAFAH1B3 FP inh	PREPL inhibitor	PAFAH2 FP inh	EBNA-1 inh
Nc1cc(Cl)ccc1C(=O)OCC(=O)NC1CCCCC1
    2.7	-4.2	5.0	-5.7	-1.1	9.0	4.5	32.6*	12.0
CCOC(=O)CSc1ccc2nnc(-c3ccncc3)n2n1
    1.3	-1.8	2.2	-3.3	4.2	-0.5	2.8	0.4	4.0
Cc1csc(NC(=O)CCC(=O)N(CC(=O)NC2CCCC2)Cc2ccco2)n1
    -0.9	0.7	2.1	-4.2	-4.2	1.1	13.1	4.1	-5.7
CCn1cc(CN2CCC(n3nccc3NC(=O)CCOc3ccccc3)CC2)cn1
    4.8	2.5	-5.3	-10.8	-0.6	5.2	9.7	0.6	-4.2
COc1ccc(CCNC(=O)C(=O)NCC2OCCN2C(=O)c2ccc(Cl)cc2)cc1 (stereo not drawn)
    2.4	-0.9	7.0	-11.9	-0.7	-0.8	10.7	1.6	6.4
O=C1CC(N2CCC(c3nc4ccccc4[nH]3)CC2)C(=O)N1c1ccccc1F (stereo not drawn)
    2.0	3.1	-0.7	1.6	0.8	4.0	4.7	2.0	5.8
COc1ccc(S(=O)(=O)N2CCOCC2)cc1NC(=O)c1cc(C)oc1C
    -1.1	-0.6	.	2.1	-2.0	0.4	-3.0	4.9	.
Cc1cc(Cl)ccc1OCC(=O)NNC(=O)c1ccco1
    1.9	0.8	-0.1	14.1	1.1	1.4	3.1	2.0	3.7
COc1cc(C2C(C#N)=C(N)OC3=C2C(=O)CC(C)(C)C3)c([N+](=O)[O-])cc1OC (stereo not drawn)
    -6.7	-0.6	0.2	-0.3	2.0	14.1	10.4	17.6	-15.0
FC(F)(F)c1ccccc1NC1=NCCC1
    -1.1	-2.3	14.3	-1.0	-2.3	9.8	-1.6	2.1	0.2
CC(C)(O)[C@@H]1[C@@H]2C[C@@]3(CC[C@]4(C)C(CCC5[C@@]6(C)CC[C@H](O)C(C)(C)C6CC[C@]54C)[C@@H]13)C(=O)O2 (stereo partly drawn)
    3.7	-0.4	3.4	11.9	0.5	.	0.2	.	6.9
CC1(C)C2CCC(C2)C1(C)NC(=O)C[N+](C)(C)C (stereo not drawn)
    -1.3	2.7	-11.9	-7.0	4.0	3.6	-2.2	-2.7	6.3
CNCCCOc1ccc(C)cc1OC
    -5.8	-2.7	4.6	16.1	-7.0	4.0	0.6	-0.6	14.9
COC(=O)c1cn(C(=O)c2cc(OC)c(OC)c(OC)c2)c2ccccc12
    0.0	-2.4	2.4	-6.6	-2.0	8.3	7.3	8.4	-10.0
COC(=O)c1ccc(COc2cccc3c2CCN(Cc2cccc(C)c2)C3=O)o1
    -5.3	-1.1	-6.4	-3.3	1.0	3.7	5.2	-4.5	0.4
O=C(Nc1ccc(N2C(=O)C3C4C=CC(C4)C3C2=O)cc1)Nc1nncs1 (stereo not drawn)
    1.3	-4.7	-5.3	16.8	1.0	5.3	-1.0	-4.4	6.0
Nc1c(N=Nc2ccccc2F)c(=O)[nH]n1-c1ccccc1
    6.0	-0.5	1.7	7.3	0.7	9.7	23.1	1.6	-10.9
Cc1ccc(-n2nc3ccc(N)cc3n2)c(C)c1
    -19.1	0.1	34.0	-7.4	8.8	6.5	2.5	2.8	-2.3
C=CCN(CC=C)C(=O)c1cccc(OC2CCN(CC(C)(C)C)CC2)c1
    -2.4	0.4	-3.6	-17.4	2.9	10.7	5.8	10.1	-12.2
CCCc1cc(=O)[nH]c(Nc2ccc(O)cc2)n1
    1.2	-3.8	5.5	16.4	3.3	6.6	2.4	-3.2	16.0
O=C(ONC1=NCCCCC1)c1ccc(Cl)cc1
    -2.5	1.6	-5.5	-7.8	4.8	-3.1	6.9	14.2	-5.7
CCCn1nc2cc(C(=O)NCc3ccc(OC)cc3)ccc2c1OCC
    1.5	-1.7	4.6	-10.4	-1.8	1.8	2.4	-6.2	-6.1
CCN1CCN(c2ccc(NC(=O)COc3ccccc3Cl)cc2)CC1
    -6.6	1.1	6.2	4.5	5.7	2.3	47.4*	0.3	1.4
O=C(Nc1ccc2c(c1)CCC2)c1ccccc1Br
    -1.0	-1.4	5.0	1.9	-5.1	14.1	-6.9	1.9	-7.9
C=CCSc1nc2c(c(=O)[nH]c(=O)n2C)n1C(C)C
    -4.8	6.3	-4.3	-6.7	3.4	8.4	10.0	0.5	-7.6
C=CCNC(=O)c1onc(CS(=O)(=O)c2cc(C)cc(C)c2)c1C(=O)NCC=C
    0.0	-2.0	8.6	3.9	8.8	-0.3	-7.3	0.7	1.1
CN(c1ccc(OCC(=O)NCCc2ccccc2)cc1)S(=O)(=O)c1ccc(Cl)cc1
    3.6	-0.2	9.6	-8.8	1.6	6.7	14.4	-3.0	-2.8
COC(=O)c1cc(/C=C/c2ccccc2)on1
    -2.2	0.3	3.8	12.9	2.0	9.6	-6.1	5.1	9.7
Cc1cccc(C)c1NC(=O)C1c2cccc[n+]2CC(=O)N1Cc1ccc2c(c1)OCO2 (stereo not drawn)
    0.1	-3.0	2.8	-18.9	-0.1	2.9	-0.6	-1.5	-7.5
CC(=O)Nc1ccc(NS(=O)(=O)c2ccc(CN3C(=O)c4cccnc4C3=O)cc2)cc1
    -0.9	-1.2	6.1	-0.8	-2.4	-10.3	0.9	-0.4	-7.3
CN(C)c1ccc(C(=O)C(O)c2ccccc2)cc1 (stereo not drawn)
    3.3	1.0	-6.0	6.2	-3.1	4.9	10.2	10.6	-3.8
O=C(O)CCN1C(=O)CC2(CCCCC2)C1=O
    -7.2	1.8	0.6	2.6	-0.4	5.4	-2.8	-2.4	7.1
COC(=O)C1=C(C)N(Cc2ccccc2)C(=NCCc2cccnc2)N[C@H]1c1ccccc1
    -2.5	1.7	-2.1	6.6	3.9	21.7	12.5	13.2	3.2
CN(C)CCN(C(=O)c1ccc(S(=O)(=O)N2CCCC2)cc1)c1nc2ccc(Br)cc2s1
    5.6	2.8	3.2	4.8	3.1	8.6	4.2	6.7	5.0
NC(=O)CSc1nc(C23CC4CC(CC(C4)C2)C3)nc2ccccc12
    -3.9	-1.1	-21.0	16.4	-3.1	5.5	8.4	-1.2	-0.2
CCNC(=S)N1CCN(Cc2ccccc2)CC1
    5.2	-1.6	11.9	-0.6	-2.5	4.7	6.1	-5.4	-12.4
Cc1ccc(OCCCC(=O)Nc2nc3ccccc3[nH]2)cc1
    -0.1	1.4	10.0	0.6	10.3	11.9	-8.8	-1.2	-0.3
N#C/C(=C\c1c(N2CCC(C(N)=O)CC2)nc2ccccn2c1=O)C(=O)NCc1ccco1
    0.8	0.8	45.0*	-15.8	5.0	-5.9	16.6	9.4	3.3
C[C@@H]1CN([C@H](C)CO)C(=O)Cc2cc(NC(=O)CCC(F)(F)F)ccc2O[C@@H]1CN(C)C(=O)NC1CCCCC1
    2.4	.	.	.	.	4.1	15.8	3.4	.
O=C(COC(=O)CNC(=O)c1ccccc1F)Nc1ccc2c(c1)OCCO2
    3.0	1.3	-2.5	8.4	0.7	1.9	4.6	-0.1	-7.2
O=C(CSc1nnc(-c2ccncc2)o1)c1cccc([N+](=O)[O-])c1
    -0.9	-1.7	8.5	3.8	8.1	10.6	16.4	-0.2	0.9

# The list is partial; the hit share may differ from the screen's.
